# AHR activator: AHR activators, primary screen, cell-based, luminescence, luciferase reporter, human | Aryl hydrocarbon receptor (Homo sapiens), P35869 | AHR-responsive luciferase reporter cells | activation, % at 5 µM | 2.5% of 320,000 active | AID 2796, 2010; in the data active = activation above about 47%;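 note: 0% = vehicle wells and 100% = reference agonist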
# core dimer inh: inhibitors of HCV core protein dimerization, primary screen, biochemical, TR-FRET, high-throughput; TR-FRET GST/Flag-core106 dimerization, 1536-well; inhibition, % at 5 µM; 0.33% of 300,000 active;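 active = inhibition above the mean of all tested compounds plus 3 SD, set per screening campaign, cut at about 45% in these data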
#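 Assay system: GST-tagged and Flag-tagged HCV core protein residues 1-106 / Times: compound-protein-antibody incubation 4 h at 22.5 °C / Signal: time-resolved FRET, ex 340 nm, em 617 and 671 nm / Evaluation: % inhibition based on acceptor/donor emission ratio / Benchmarks: wells lacking GST-core106 and wells with excess unlabelled core106 / Repeats: singlicate, one well per compound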
# procasp7 counter: procaspase-7 activators, primary screen, counter-screen for procaspase-3 activator project, biochemical, absorbance, HTS, human; 0.093% of 330,000 active; Caspase-7 (Homo sapiens), P55210; AID 463210, 2010; activation, % at 8.5 µM; recombinant procaspase-7, Ac-DEVD-pNA absorbance 405 nm; D23A/D198A/D206A triple mutant, cannot self-cleave; scale: DMSO 0, 5 µM enzyme 100;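 active = percent activation above the screen-wide mean plus 3 SD, cut at about 25% in these data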
# Target sequence (P55210 whole entry D23A/D198A/D206A): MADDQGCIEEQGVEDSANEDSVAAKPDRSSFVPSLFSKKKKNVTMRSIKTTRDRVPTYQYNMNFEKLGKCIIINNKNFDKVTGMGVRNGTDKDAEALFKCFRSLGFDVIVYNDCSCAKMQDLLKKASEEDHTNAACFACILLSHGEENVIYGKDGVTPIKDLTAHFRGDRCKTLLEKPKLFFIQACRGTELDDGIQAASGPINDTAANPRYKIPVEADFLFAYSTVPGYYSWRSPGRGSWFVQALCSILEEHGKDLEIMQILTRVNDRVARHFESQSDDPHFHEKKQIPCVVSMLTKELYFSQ
#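 Detection: p-Nitroaniline absorbance at 405 nm, read at 0 and 120 min; system: Uncleavable procaspase-7 mutant enzyme; evaluation: % activation from two-timepoint absorbance difference, scaled to controls; times: 1 h enzyme–compound preincubation and 2 h substrate reaction, both 25 °C; buffer or medium: Zinc-free HEPES pH 7.4 with 300 mM NaCl, 0.01% Triton X-100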
# PP5 inh: PP5 phosphatase inhibitors, primary screen, biochemical, fluorescence; purified PP5c, OMFP substrate fluorescence; inhibition, % at 6.7 µM; 0.18% of 320,000 active;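 active = inhibition above the campaign's mean inhibition across all tested compounds plus 3 SD, cut at about 9.5% in these data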;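 note: 0% = DMSO only and 100% = 100 µM cantharidin control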
# Fh CTSL1 inh: Fasciola hepatica cathepsin L1 inhibitors, primary screen, counter-screen for PFM18AAP inhibitor project, biochemical, QFRET, fluorogenic peptide substrate. recombinant F. hepatica cathepsin L1, Z-Leu-Arg-MCA fluorescence. inhibition, % at 5.96 µM. 0.49% of 300,000 active. AID 1906, 2009;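 active = inhibition above the mean of all tested compounds plus 3 SD, set per screening campaign, cut at about 17% in these data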;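 note: 0% = plate median of test compound wells and 100% = 1 µM Z-Phe-Ala-diazomethylketone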
# proCasp3 act: activators of human procaspase-3 D3A mutant, primary screen, biochemical, absorbance, PC-3 D3A mutant, single concentration. 0.11% of 330,000 active. recombinant procaspase-3 D3A, Ac-DEVD-pNA absorbance 405 nm. Caspase-3 (Homo sapiens), P42574. activation, % at 8.5 µM;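 active = activation above the mean of all tested compounds plus 3 SD, cut at about 21% in these data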;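 note: 0% = DMSO alone and 100% = DMSO wells spiked with extra 5 µM PC-3 D3A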
# Target sequence (P42574 whole entry D9A/D28A/D175A): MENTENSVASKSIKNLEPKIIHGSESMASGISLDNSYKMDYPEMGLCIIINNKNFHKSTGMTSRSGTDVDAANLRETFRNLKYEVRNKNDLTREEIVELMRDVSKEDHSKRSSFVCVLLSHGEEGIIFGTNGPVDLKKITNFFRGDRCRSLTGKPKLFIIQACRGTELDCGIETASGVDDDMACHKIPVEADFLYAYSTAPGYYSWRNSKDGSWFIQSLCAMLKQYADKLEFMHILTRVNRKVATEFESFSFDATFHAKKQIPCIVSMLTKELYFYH
#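 assay system = Procaspase-3 D3A mutant | signal = absorbance at 405 nm, 0 and 120 min | times = 1 h preincubation plus 2 h reaction at 25 °C | repeats = single replicate | read-out = % activation between DMSO and enzyme-spiked controls | medium = Zinc-free HEPES saline buffer with Triton X-100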
# TPT1 inhibitor: Candida albicans TPT1 enzyme inhibitors, primary screen, biochemical, fluorescence polarization. tRNA 2'-phosphotransferase TPT1 (Candida albicans SC5314). recombinant caTPT1, FP RNA substrate dephosphorylation. inhibition, % at 5 µM. 0.81% of 300,000 active;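 active = inhibition above the mean of all tested compounds plus 3 SD, set per screening campaign, cut at about 24% in these data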;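 note: plate controls were DMSO alone for no effect and ferristatin control at 100 nM for full effect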
# PAFAH2 inh: PAFAH2 enzyme inhibitors, primary screen, biochemical, fluorescence polarization, human; inhibition, % at 3.39 µM; AID 492956, 2010; recombinant PAFAH2, FP-rhodamine activity probe; 0.99% of 340,000 active;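 active = inhibition above the mean over all tested compounds plus 3 SD, cut at about 30% in these data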;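 note: inhibitors block probe labeling of enzyme so polarization drops; 0% = enzyme with DMSO and 100% = wells lacking PAFAH2 protein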
# PP1 inh: PP1-alpha phosphatase inhibitors, primary screen, counter-screen for PP5 inhibitor project, biochemical, fluorescence, OMFP substrate, single point | 0.9% of 320,000 active | inhibition, % at 6.7 µM | Serine/threonine-protein phosphatase PP1-alpha catalytic subunit (Homo sapiens), P62136 | purified PP1alpha | AID 2235, 2010;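 active = inhibition above the mean inhibition of all tested compounds plus 3 SD, computed separately for each screening campaign, cut at about 15% in these data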
# Target sequence (P62136 whole entry, looked up): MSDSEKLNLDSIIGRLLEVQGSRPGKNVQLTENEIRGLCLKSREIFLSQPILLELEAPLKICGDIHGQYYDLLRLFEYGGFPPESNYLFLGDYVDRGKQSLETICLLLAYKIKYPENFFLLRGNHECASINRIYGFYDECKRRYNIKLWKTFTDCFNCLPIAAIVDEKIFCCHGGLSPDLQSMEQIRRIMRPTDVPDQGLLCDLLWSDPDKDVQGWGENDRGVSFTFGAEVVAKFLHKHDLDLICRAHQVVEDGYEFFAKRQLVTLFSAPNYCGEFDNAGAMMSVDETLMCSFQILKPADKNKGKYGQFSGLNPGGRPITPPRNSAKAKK
# Active calls of the source: *; nt = no result given.
SMILES,AHR activator,core dimer inh,procasp7 counter,PP5 inh,Fh CTSL1 inh,proCasp3 act,TPT1 inhibitor,PAFAH2 inh,PP1 inh
NC(=O)CC(NC(=O)c1cccc(Br)c1)c1ccc(NC2CCCCCCCCCCC2)c([N+](=O)[O-])c1 (stereo not drawn),3,-6,1,1.9,-2,0,1,-8,4
CCN(CC)CCn1nc2c3c(cccc3c1=O)-c1ccccc1-2,24,-5,-1,2.7,1,-3,-1,5,-5
CCOc1ccc(NC(=S)Nc2ccccc2C2CC2)cc1,-1,1,-5,2.0,3,2,0,-2,0
O=S1(=O)N(Cc2ccccc2F)CCCN1Cc1c(F)cccc1Cl,1,-8,-3,0.4,15,-2,-4,2,1
Cc1cc(Br)c(NC(=O)C(C)Sc2nnnn2C)c(Br)c1 (stereo not drawn),0,nt,-7,0.3,nt,7,nt,2,-2
O=C(CNC(=O)c1ccc2c(c1)OCCO2)N=Nc1c(O)[nH]c2ccccc12,17,-11,-5,2.0,-2,6,-2,-4,2
CCOCCOC(=O)C1=C(C)NC(=O)NC1c1ccc2c(c1)OCO2 (stereo not drawn),2,-1,6,0.1,-2,-10,0,2,-3
CCCCn1c(=O)[nH]c(=O)c2c1nc(-c1ccc([N+](=O)[O-])cc1)n2CC,4,-2,8,2.5,0,4,-5,-12,-1
O=C(CN1C(=O)S/C(=C\c2ccccc2)C1=O)NC1CCS(=O)(=O)C1 (stereo not drawn),-1,-3,0,0.1,2,-3,-4,3,3
Cc1cc2nccc(-c3ccco3)n2n1,-1,-2,0,-1.6,1,0,-1,-9,-2
CC(C)CN1CCC(C(=O)NCC2CCCO2)CC1 (stereo not drawn),-3,-5,6,0.6,1,-7,-1,-1,-4
COc1cccc(NC(=O)CN(C)C(=O)c2ccc(-n3cncn3)c([N+](=O)[O-])c2)c1,2,nt,-6,2.8,nt,7,nt,-4,-3
COc1cccc(C(=O)Nc2cnc(NC(=O)c3ccco3)cc2C)c1,4,0,-3,0.5,1,-4,-1,-2,-3
CNC(=S)NNc1nc(-c2ccccc2)c2cc(Cl)ccc2n1,1,0,-14,0.9,7,-6,-2,-5,-4
CC(C)(C)c1ccc(S(=O)(=O)NCCOCC(F)(F)C(F)F)cc1,0,2,6,2.7,3,-2,0,-4,1
O=C(COc1cc2oc(=O)c3c(c2cc1Cl)CCC3)NCCCN1CCCC1=O,-5,2,2,-0.2,5,-5,2,-4,4
CC(=O)N1CCN(S(=O)(=O)c2ccc(C)c([N+](=O)[O-])c2)C1C(C)C (stereo not drawn),-2,-3,4,1.0,-4,-1,0,0,-1
C#CCOCCOCCOCCNc1nc(N2CCN(C(=O)[C@H]([C@@H](C)O)n3cc(CCCCN)nn3)CC2)nc(N2CCN(C(=O)[C@H](CCCCN)n3cc(CC(C)O)nn3)CC2)n1 (stereo partly drawn),0,-1,-10,0.5,-2,1,-2,-7,1
COc1ccc(Cl)cc1N=Cc1c(O)c2ccccc2oc1=O,1,-4,42*,4.2,0,19,1,4,-1
COc1cccc(/C=N/NC(=O)c2csc(-n3nc(C)cc3C(F)(F)F)n2)c1,14,-1,-4,2.6,2,7,-1,0,0
Cc1ccc(-n2nc3c(=O)n(CC(=O)NCc4ccccc4)nc(C)c3c2C)cc1,-1,10,5,2.2,0,5,-4,-1,-2
O=C(NN=C1CCCC1)c1ccccc1OCCOc1ccccc1,31,3,-3,-0.5,1,5,1,11,6
C[C@@H](NC(=O)c1nc[nH]c1C(=O)N(C)Cc1ccccc1)c1ccccc1,3,nt,10,-1.9,nt,1,nt,-13,-2
NS(=O)(=O)c1cccc(NC(=O)COC(=O)/C=C/c2ccco2)c1,0,5,5,1.5,-7,8,-3,26,-2
Nc1cccc(CN2CCCC2)c1,5,0,3,0.0,-2,1,0,-14,-2
CNC(=S)NNC(=O)c1cccn(Cc2ccccc2)c1=O,-1,-1,9,-1.3,5,3,-2,-2,-1
CNC(=O)c1sccc1SCc1ccc(Cl)cc1Cl,8,1,1,-0.4,6,-2,4,3,-1
COCCN(Cc1nc(-c2ccc(C(F)(F)F)cc2)no1)C(C)C,4,-1,14,1.1,1,0,1,3,-5
Cc1csc(SCC(=O)NC(=O)c2ccccc2)n1,2,-2,7,-0.6,3,11,2,6,-4
CCOC(=O)c1sc(Nc2cccc(C)c2C)nc1C,0,8,8,1.4,-1,9,2,nt,0
CCCCc1ccc(S(=O)(=O)Nc2cc(C)on2)cc1,0,1,4,-0.8,-1,9,0,2,-2
Nn1c(SCc2cn3cc(Cl)ccc3n2)nnc1-c1ccncc1,6,-2,-27,0.5,-5,-16,0,-5,-2
Cc1cc(C)nc(SCC(=O)Nc2nccs2)n1,11,-7,2,-0.6,-1,-9,0,2,0
CCOC(=O)C1(Cc2ccccc2)CCN(Cc2cc(OC)c3c(c2)OCO3)CC1,10,-5,1,2.3,5,9,-1,6,1
Cc1ccc(C(=O)Nc2ccc(N3CCN(C(=O)c4cccs4)CC3)cc2)c(Cl)c1,-3,-4,11,-6.2,4,0,1,10,-2
O=C(Nc1nccs1)c1cn(-c2ccccc2)nc1-c1ccccc1,17,6,5,4.8,0,-1,0,-4,3
O=C(/C=C/c1ccc(OCCCF)cc1)N1CCOCC1,10,8,-1,-0.9,2,4,-2,6,-3
CCOC(=O)N1CCN(CC(=O)Nc2ccc(C)c(Br)c2)CC1,0,-9,6,4.3,1,4,-4,-4,5
Cc1ccc(-c2cc(-c3nnc(SCC(=O)N(C)CCC#N)n3N)c3ccccc3n2)cc1,5,-6,-13,1.2,3,5,-3,-6,1
CC(C(=O)Nc1ccccc1)C(=O)Nc1ccccc1,5,-6,-5,1.5,-6,-1,-1,-4,-1
Cc1ccc(S(=O)(=O)N2C(=O)CCC2C(=O)Nn2cnnc2)cc1 (stereo not drawn),0,-5,9,-0.9,-2,8,-2,-3,-2
CC1CCN(CC(=O)N2c3ccccc3CCc3ccccc32)CC1,1,0,-3,-1.1,-1,4,1,5,-2
CC1CCCCN1Cc1ccc(N(C)C)cc1 (stereo not drawn),1,5,2,0.7,2,2,-1,3,2
CN(C(=O)CSc1nnc(-c2ccc(Cl)cc2)n1CC1CCCO1)C1CCS(=O)(=O)C1 (stereo not drawn),1,-2,4,1.7,1,5,0,1,-1
Cc1cnc(NC(=O)c2cccc(S(=O)(=O)N3CCOCC3)c2)s1,12,nt,14,-0.4,nt,-2,nt,6,-6
CN(CC(=O)Nc1ccccc1Cl)C(=O)CCSc1ccc(F)cc1,-2,-2,10,2.1,-4,-15,-4,1,-2
Cc1ccc(C(=O)N2CCCC(c3ccccc3)=N2)cc1,3,8,-3,2.3,0,4,2,7,-1
CN(C(=O)CSc1nc2sc3c(c2c(=O)n1C)CCC3)C1CCS(=O)(=O)C1 (stereo not drawn),-1,nt,8,1.8,nt,-1,nt,-2,-4
CS(=O)(=O)N(CC(=O)NCC1CCCO1)c1cccc([N+](=O)[O-])c1 (stereo not drawn),1,-1,0,1.9,0,9,1,5,9
COc1ccc(NS(=O)(=O)c2cc(NC(=O)c3cnc(C)cn3)ccc2N2CCCCC2)cc1,2,23,1,2.5,0,-2,-1,-20,4
CCCNC(=O)c1cccc(NC(=O)C(C)C)c1,0,1,3,0.5,0,-4,-1,10,1
CCCCn1c(N)c(N(CC(C)C)C(=O)c2cc(-c3ccc(OC)c(OC)c3)nc3ccccc23)c(=O)[nH]c1=O,6,1,9,2.9,2,13,-4,-10,-1
O=C(CCN1CCN(c2ccccc2)CC1)Nc1ccccc1,1,-6,-7,1.2,5,3,0,-7,0
O=C(NCc1ccc(OC(F)(F)F)cc1)C1CC(c2c(Cl)cccc2Cl)=NO1 (stereo not drawn),2,0,-2,8.8,2,9,1,-8,2
CCOC(=O)N1CCN(C(=O)CSc2nnc(-c3cccs3)o2)CC1,3,-7,-1,1.2,-2,6,0,7,-2
O=[N+]([O-])c1ccc(Oc2ncccn2)cc1,1,8,-4,2.2,-1,-6,2,nt,-1
Cc1ccc(S(=O)(=O)NCC(c2ccc3c(c2)OCO3)N2CCN(c3ccccc3)CC2)cc1 (stereo not drawn),0,12,11,-3.7,1,5,-2,3,-3
CCOC(=O)C(=O)C1=CN(Cc2ccccc2)C=C(C#N)C1,0,-10,4,2.4,0,-2,-9,-3,-2
CCN(CC(=O)Nc1ccccc1Br)Cc1nc2ccccc2c(=O)[nH]1,1,-2,5,-0.3,-2,2,1,3,-1
Cn1cnnc1SCC(=O)NC(=O)NCc1ccccc1,3,nt,6,-0.8,nt,-4,nt,-2,-2

# Other entries:
SMILES,AHR activator,core dimer inh,procasp7 counter,PP5 inh,Fh CTSL1 inh,proCasp3 act,TPT1 inhibitor,PAFAH2 inh,PP1 inh
COc1ccc(C(=O)NC2CCCCC2)cc1S(=O)(=O)N1CCCC1,5,-4,9,-1.5,-1,5,-1,0,-2
Cn1cccc1C(=O)OCC(=O)NCc1cccs1,-2,nt,0,nt,nt,16,nt,21,nt
N#Cc1ccc(NC(=O)COC(=O)C2=COCCO2)cc1,0,-4,6,1.7,-12,-4,-3,28,-4
Cc1nn(-c2ccccc2)nc1CNC(=O)C(C)Cc1ccccc1 (stereo not drawn),10,-7,-8,3.2,-2,0,-2,-4,5
Cc1cc(C(=O)CSc2nc3ccccc3n2C)c(C)n1C,2,1,-11,2.0,-5,5,-1,7,-3
Cc1ccc(SC(=O)c2c(C)noc2-c2cc(C)on2)cc1,0,-2,4,-0.9,3,-5,1,nt,11
O=C(NCC(c1ccco1)N1CCN(c2ccccc2F)CC1)OCc1ccccc1 (stereo not drawn),1,1,5,3.2,-3,3,2,-5,2

# Assay outcomes (PubChem)
